Screens deposited in PubChem by several laboratories.
KLK5 inh: human KLK5 protease inhibitors, primary screen, biochemical, 1536-well; Kallikrein-5 (Homo sapiens), Q9Y337; recombinant hK5, fluorogenic AMC substrate cleavage; inhibition, % at 5 µM; 210,000 compounds, 0.59% hits; AID 873, 2007;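 active = inhibition of 40% or more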;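 also: 0% = enzyme controls without compound and 100% = no-enzyme blanks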
PERK inhibitor: block of dimerizer-induced PERK translation repression, primary screen, PERK inhibitor project, CHO PERK-DD cells, SEAP luminescence, HTS; Eukaryotic translation initiation factor 2-alpha kinase 3 (Homo sapiens), Q9NZJ5; CHO PERK-DD fusion, SEAP luminescence translation reporter; 220,000 compounds, 0.17% hits; inhibition, % at 5.6 µM;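 active = inhibition above the mean inhibition of all tested compounds plus 3 SD, set separately per screening campaign, cut at about 2.9% in these data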;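 also: PERK kinase domain activated by AP20187 dimerizer at 100 nM; 0% = DMSO with dimerizer and 100% = rapamycin at 8.4 µM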
FXIIa inh: human FXIIa protease inhibitors, primary screen, biochemical, 1536-well; Coagulation factor XII (Homo sapiens), P00748; 220,000 compounds, 0.3% hits; inhibition, % at 5 µM; purified FXIIa, Boc-QGR-AMC fluorogenic substrate, 2 h; in the data active = inhibition above about 40%;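 also: 0% = enzyme with no compound and 100% = blank without enzyme; many of its hits are not listed in these tables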
Furin inhibitor: human furin inhibitors, primary screen, biochemical, fluorescence intensity; purified furin, fluorogenic substrate cleavage; 220,000 compounds, 0.061% hits; inhibition, % at 30 µM; P09958; in the data active = inhibition above about 25%; also: inactives centre near -15
Target sequence (P09958 108-714 limits assumed): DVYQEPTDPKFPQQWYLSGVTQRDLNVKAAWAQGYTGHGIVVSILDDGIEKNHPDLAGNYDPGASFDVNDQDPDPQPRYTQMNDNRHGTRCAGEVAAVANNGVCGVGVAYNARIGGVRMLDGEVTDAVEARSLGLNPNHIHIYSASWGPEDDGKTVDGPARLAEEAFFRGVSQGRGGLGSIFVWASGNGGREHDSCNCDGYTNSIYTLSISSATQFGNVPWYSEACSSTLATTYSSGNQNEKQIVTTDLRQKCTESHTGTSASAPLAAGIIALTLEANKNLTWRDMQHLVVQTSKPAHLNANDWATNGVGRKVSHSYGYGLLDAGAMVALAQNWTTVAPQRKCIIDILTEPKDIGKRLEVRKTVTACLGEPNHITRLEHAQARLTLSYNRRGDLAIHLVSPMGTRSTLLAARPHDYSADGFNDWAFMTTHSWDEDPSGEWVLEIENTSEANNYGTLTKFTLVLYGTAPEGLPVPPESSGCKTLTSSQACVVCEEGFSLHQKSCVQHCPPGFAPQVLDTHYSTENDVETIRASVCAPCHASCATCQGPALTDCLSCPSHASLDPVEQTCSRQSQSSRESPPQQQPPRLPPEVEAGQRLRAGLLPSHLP
Rad51 HR inh: human RAD51 strand exchange inhibitors, primary screen, biochemical, fluorescence; 200,000 compounds, 0.085% hits; DNA repair protein RAD51 homolog 1 (Homo sapiens), Q06609; inhibition, % at 10 µM; hRad51 DNA strand exchange, fluorescence dequenching;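 active = inhibition above 40% at the single screening dose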;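 also: 0% = DMSO control wells and 100% = blanks with heterologous ssDNA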
Target sequence (Q06609 whole entry, looked up): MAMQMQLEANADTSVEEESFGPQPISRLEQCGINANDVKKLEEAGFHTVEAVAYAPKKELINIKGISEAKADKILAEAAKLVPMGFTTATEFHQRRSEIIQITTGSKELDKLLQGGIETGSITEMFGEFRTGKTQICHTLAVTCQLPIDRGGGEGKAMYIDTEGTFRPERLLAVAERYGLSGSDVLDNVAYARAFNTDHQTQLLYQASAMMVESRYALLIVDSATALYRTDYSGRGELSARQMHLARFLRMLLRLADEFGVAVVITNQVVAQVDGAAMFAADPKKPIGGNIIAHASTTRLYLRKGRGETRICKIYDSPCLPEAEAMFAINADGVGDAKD
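Test system – preformed human Rad51 ssDNA filaments · Reagent – Donor/quencher-labelled 47-bp dsDNA substrate · Incubation – 37 °C 15-min filament assembly, 30-min compound preincubation, 15-min exchange · Signal – FRET fluorescence dequenching, excitation 485 nm, emission 520 nm · Read-out – percent inhibition from fluorescence, normalised to plate control and blank means · Benchmarks – plate control and blank wells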
KCC2 mod: KCC2 cotransporter modulators, thallium flux, primary screen, cell-based, HEK293 KCC2, FluoZin-2 fluorescence, MLSMR | Solute carrier family 12 member 5 (Homo sapiens), Q9H2X9 | KCC2 cells, thallium flux FluoZin-2 fluorescence | B-score of Tl+ flux slope (higher = more flux/activation; lower = inhibition) at 10 µM | 190,000 compounds, 2.2% hits;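 active = thallium flux slope and its plate-corrected score both differing from the plate sample mean at a set confidence after two filtering rounds, in either direction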;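 also: slope of fluorescence scaled to starting intensity during 10 to 20 s after thallium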
Thrombin inh: human alpha-thrombin inhibitors, primary screen, counter-screen for coagulation protease inhibitor project, biochemical, 1536-well, fluorogenic AMC substrate; Prothrombin (Homo sapiens), P00734; Boc-VPR-AMC fluorogenic substrate cleavage; inhibition, % at 5 µM; 220,000 compounds, 0.26% hits; AID 1046, 2008;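 active = inhibition at or above 40%; inactive = inhibition below 40%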;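 also: 0% = enzyme with no compound and 100% = wells without enzyme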
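Test system: human alpha-thrombin protein / Dosing: one concentration per compound, 5 µM, with 0.2% DMSO / Medium: pH 7.5 Tris-saline with Tween 20 / Benchmarks: no-compound enzyme wells and no-enzyme blanks / Read-out basis: percent inhibition of thrombin substrate cleavage / Timing: reaction at room temperature / Measured by: fluorescence, ex 355 nm, em 460 nm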
FXIa inh: human FXIa protease inhibitors, primary screen, biochemical, 1536-well; AID 798, 2007; purified FXIa, Boc-Glu-Ala-Arg-AMC fluorogenic substrate; 220,000 compounds, 0.14% hits; inhibition, % at 5 µM;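 active = inhibition of at least 40%; inactive = inhibition below 40%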;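 also: fluorescence of freed AMC excited at 355 nm; 0% = enzyme without compound and 100% = no enzyme blank; many of its hits are not listed in these tables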
Calpain2 inh: inhibitors of pig calpain II, primary screen, biochemical, fluorogenic peptide substrate, 1536-well; inhibition, % at 16 µM; purified calpain II, 30 min; 220,000 compounds, 0.37% hits; AID 1236, 2008;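 active = inhibition above about 50%, limit read from the data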
Starred values were filed as active, the others as inactive; i = inactive; . = no result given; [ ] = remark or other dose. An excerpt (hit frequency here may not be typical).

SMILES | KLK5 inh | PERK inhibitor | FXIIa inh | Furin inhibitor | Rad51 HR inh | KCC2 mod | Thrombin inh | FXIa inh | Calpain2 inh
CCOC(=O)c1c(O)c2cccc3c2n(c1=O)CC3 | -1.6 | 0.2 | 0.2 | -31.4 | . | -1.16 | -10.0 | 0.3 | 14.2
Cc1cccc(C(=O)NCc2nnc(SCc3ccc(F)cc3)n2C)c1 | -3.4 | 0.2 | 0.6 | -1.1 | 15.8 | -0.525 | -3.1 | -7.0 | -13.9
CCOC(=O)C1=C(C)Nc2nnnn2C1c1ccccc1Cl (centres undefined) | -4.4 | -1.3 | 3.4 | -12.3[20 µM] | 20.2 | -0.172 | 0.2 | -7.2 | 19.4
Cc1cccc(N(CC(=O)NC2CCCC2)C(=O)CCCC(=O)Nc2ccccn2)c1 | 14.2 | 0.0 | 7.2 | -21.0[20 µM] | -8.3 | 0.553 | -2.8 | -7.1 | -17.5
CCc1ccc(-n2nc3ccc(NC(=O)c4ccc5c(c4)OCO5)cc3n2)cc1 | -4.7 | 0.0 | 16.0 | -5.2[20 µM] | 1.1 | . | 5.0 | 3.2 | -54.3
Cc1c(Cl)cccc1NC(=O)CN1CCN(CCO)CC1 | -26.8 | 0.2 | 8.9 | -13.2[20 µM] | -7.2 | . | 2.0 | 5.4 | -5.7
CCN(CC)S(=O)(=O)c1ccc(C(=O)OCn2nnc3ccccc3c2=O)cc1 | -20.4 | 0.6 | 5.9 | 1.1[20 µM] | -12.0 | 0.151 | 9.2 | 4.9 | -6.2
O=C(Nc1ccc(-n2cccc2)cc1)C1CC1 | -10.7 | -0.3 | 7.4 | -13.0 | -21.4 | -1.22 | -7.1 | -4.6 | -14.2
COc1cc(C(c2c(C)[nH][nH]c2=O)c2c(C)[nH][nH]c2=O)cc([N+](=O)[O-])c1O | 1.2 | 0.5 | 6.6 | -18.1 | 8.6 | 0.851 | -7.7 | -0.5 | -15.8
C=C(C)/C=N/NC(=S)Nc1ccc(S(=O)(=O)N2CCOCC2)cc1 | -2.3 | 0.3 | 2.5 | -20.1 | . | 0.0411 | -12.6 | -2.3 | -22.2
COc1cc(C(=O)NC(=S)Nc2nccs2)cc(OC)c1OC | 3.6 | 1.1 | 10.6 | -24.8 | -3.2 | 3.62 | 0.1 | 1.2 | -4.5
Cc1nnc2sc(SCc3cccc(Cl)c3)nn2c1=O | -1.0 | 0.8 | 6.9 | -25.0 | 1.3 | -0.456 | 1.8 | 1.8 | -1.3
Cc1ccc(C(=O)Nc2ccccc2C(=O)O)cc1S(=O)(=O)NCc1ccccc1 | -3.1 | 1.1 | 3.3 | -21.4 | 7.7 | -1.65 | -16.4 | -3.1 | -32.7
O=C(O)C1CC=CCC1C(=O)N1CC=C(c2ccccc2)CC1 (centres undefined) | 2.4 | 0.2 | 9.1 | -7.3 | -1.3 | 1.87 | -10.8 | 0.4 | -15.3
Nc1nc(COc2ccccc2)cs1 | -3.7 | 0.1 | 17.3 | -4.9[20 µM] | -5.5 | 1.68 | 0.8 | 1.4 | -35.8
N#C/C(=C/c1ccc(N2CCOCC2)o1)c1nc2ccccc2[nH]1 | -18.4 | 0.0 | 17.1 | -13.7[20 µM] | i | i | 3.5 | 9.2 | 5.8
Cc1ccc(CN2CCN(Cc3ccc4ncccc4c3)CC2CCO)cc1 (centres undefined) | -2.7 | 0.1 | 3.8 | -31.5 | 17.2 | -0.182 | -15.4 | -4.8 | -20.0
Cc1ccc2nc(NC(=O)COC(=O)c3ccco3)sc2c1 | -16.9 | -0.4 | 11.6 | -10.3[20 µM] | -3.5 | . | -0.4 | 6.1 | 13.3
CC(CCc1ccccc1)NC(=O)CNC(=S)N(Cc1cccs1)C1CCCC1 (centres undefined) | -2.6 | -0.1 | 3.5 | -13.1 | 2.5 | -2.08 | -7.1 | 1.6 | 19.0
CC(C)CCN1C(=O)CCC1(C)C(=O)NC1CCCCCCC1 (centres undefined) | -7.1 | -0.5 | 14.8 | -5.1[20 µM] | -2.9 | 2.07 | 1.0 | 3.9 | -22.0
C/C(=N/NS(=O)(=O)c1ccc(Br)cc1)c1ccc(C)o1 | 16.1 | 1.2 | 6.1 | -19.0 | -0.2 | 0.216 | -2.5 | 7.0 | 7.5
Cc1ccc(NC(=O)COc2ncnc3c(Cl)cc(Cl)cc23)cc1[N+](=O)[O-] | -9.4 | -0.1 | 11.0 | -0.6 | 2.7 | 0.792 | 1.6 | 4.2 | 5.3
CC(=O)c1c(C)[nH]c(-c2ccccc2)nc1=S | 12.1 | -0.9 | 3.6 | -2.7 | -13.1 | 13.9* | -5.2 | -9.5 | 10.5
O=C1c2ccccc2S(=O)(=O)N1CC(O)COc1ccc(Cl)cc1 (centres undefined) | 8.4 | 0.1 | 7.2 | -9.4 | -4.3 | -1.81 | 0.2 | 9.0 | 19.2
Cc1cc(C=O)c(C)n1-c1cc(C(=O)O)cc(C(=O)O)c1 | -5.5 | 0.8 | 6.3 | -13.4 | 11.4 | 0.499 | . | 1.0 | -10.5
Cc1cc(Cl)c(S(=O)(=O)N(C)C)cc1OCC(N)=O | -8.0 | 0.4 | 0.9 | -12.9[20 µM] | 0.0 | 1.68 | -3.1 | 0.0 | -22.8
CC1(C2(O)CC(c3ccccc3)ON2)CCCCC1 (centres undefined) | -23.0 | 0.8 | 10.1 | -11.6[20 µM] | 0.7 | . | -3.9 | -10.3 | 2.1
CCOC(=O)N1CCN(S(=O)(=O)c2ccc(F)c(C(=O)Nc3ccc(C)c(Cl)c3)c2)CC1 | -3.9 | -0.7 | 19.3 | -25.9 | . | -1.21 | 3.0 | 12.6 | -16.3
COc1ccc(/C=N/NC(=O)c2cc(C)n(-c3ccccc3)c2C)cc1OC | 3.2 | 0.6 | 12.8 | -17.9 | 9.9 | -1.01 | 0.9 | 2.5 | -37.0
O=C1CN(S(=O)(=O)c2ccccc2)c2ccccc2N1 | -5.3 | 0.7 | 8.4 | -15.5 | . | -1.13 | -1.5 | -7.3 | -6.1
CCOc1ccccc1CNCCNC(=O)c1nonc1N | 3.8 | 0.8 | 10.0 | -14.5 | . | -0.258 | -3.0 | 1.2 | 7.1
CC(NC(=O)c1cccc(F)c1)C(c1cccs1)N1CCN(C)CC1 (centres undefined) | -5.2 | 0.1 | 10.4 | -22.7 | 1.4 | 0.38 | -4.4 | -1.2 | 3.0
CC(=O)c1c(C)nc2ccccc2c1N | -9.5 | -0.2 | -0.3 | -3.5[20 µM] | 14.3 | -0.692 | 5.2 | 2.7 | 5.0
Cc1csc(NC(=O)c2cc(C)oc2C)n1 | 2.0 | -0.8 | 17.1 | -24.0[20 µM] | . | -0.589 | -0.3 | -12.2 | -10.7
COc1ccc(NC(=O)CN2CCC(C(N)=O)(N3CCCCC3)CC2)c(OC)c1 | -4.5 | -1.3 | 8.5 | -19.7 | -0.8 | 1.32 | -9.4 | -7.0 | -13.9
CN(c1ccc(OCC(=O)N2CCN(c3ccc(F)cc3)CC2)cc1)S(=O)(=O)c1cccs1 | -21.7 | -0.4 | 2.5 | -12.8 | 3.1 | -0.0536 | 1.1 | -6.4 | 2.2
COc1ccc(Cc2nnc(NC(=O)c3cccs3)s2)cc1OC | -5.9 | 0.1 | -5.4 | -27.6 | -1.4 | 0.0446 | -6.4 | 0.0 | 22.6
Cc1ccc(C)c(N2CN(Cc3ccco3)CNC2=S)c1 | 5.2 | -0.2 | 2.9 | -15.2 | 5.8 | 1.41 | -6.0 | -5.7 | -2.1
O=C(CNC(=O)c1cccc(Br)c1)N/N=C/c1cc(Br)cc(Br)c1O | 3.8 | -0.4 | 10.9 | -5.8 | 1.3 | -1.43 | 2.8 | 3.9 | -89.2
Cn1c(=N)n(CC(=O)C(C)(C)C)c2ccccc21 | 0.9 | -0.9 | 20.7 | -18.3 | 5.0 | . | 3.2 | 7.0 | -23.3
CCNc1nc(N2CCCC2)nc(N2CCCC2)n1 | 1.2 | 0.3 | 8.6 | -17.6 | 5.8 | -0.136 | 8.0 | 1.7 | 12.2
CC(=O)SCCC(=O)Nc1ccccc1 | -0.6 | 0.5 | 16.3 | -21.4[20 µM] | 0.5 | -0.679 | 4.2 | 5.7 | 0.7
OCCC1CN(Cc2cccn2-c2nccs2)CCN1C1CCCCC1 (centres undefined) | 15.9 | -0.4 | 13.1 | -25.3 | . | . | -2.6 | 2.1 | -23.4
COCCNC(=O)CN(C)S(=O)(=O)c1ccc2c(c1)OCCO2 | -14.3 | 0.2 | 11.8 | -10.6[20 µM] | -4.7 | -0.186 | -0.2 | -12.1 | 13.8
COc1ccccc1/C=C/C=N/NC(=O)CCC1C(=O)NN=C1C (centres undefined) | 4.2 | 0.2 | 4.2 | 12.5 | 0.6 | 0.448 | -6.9 | 2.4 | -2.6
CCOC(=O)c1c(C)oc2ccc(OCC(=O)C(C)(C)C)cc12 | 2.1 | -0.3 | -2.8 | -8.5[20 µM] | 6.6 | 1.05 | 0.9 | -0.5 | 6.4
Cc1cnc(C(=O)Nc2ccccc2-c2nnn(CC(=O)NC3CCCC3)n2)cn1 | 9.6 | -0.9 | 6.9 | 6.2 | 4.1 | . | -1.5 | -7.7 | 1.1
O=C(N/C(=C/c1cccnc1)C(=O)N1CCOCC1)c1ccccc1Br | -3.8 | -0.5 | 0.9 | -17.6 | 11.3 | 1.63 | -8.4 | -3.9 | -2.5
Nc1cccc2c1C(=O)N(C(=O)/C=C/c1cccc(F)c1)C2=O | 0.0 | 0.2 | 8.6 | -16.1 | -5.1 | 0.0486 | -9.8 | -6.2 | -435.2
CCSc1nnc(NC(=O)c2csc(C)c2)s1 | 8.5 | 0.2 | 4.3 | -21.7[20 µM] | -0.9 | 0.396 | -0.1 | 4.8 | 1.2
CC1CCc2cc(F)ccc2N1C(=O)C12CCC(C)(C(=O)O1)C2(C)C (centres undefined) | 6.0 | 0.8 | 17.7 | -2.7 | -1.2 | -0.32 | 40.0 | 28.4 | 17.7
CN(CC(=O)NCCC1=CCCCC1)S(=O)(=O)c1ccc2c(c1)CCC(=O)N2 | -24.6 | 0.0 | -7.2 | 0.9 | 8.8 | -0.0864 | -9.8 | -11.1 | 2.4

Three compounds from above, ordered by the value under Furin inhibitor, lowest first.
| mol | Furin inhibitor |
| --- | --- |
| Nc1cccc2c1C(=O)N(C(=O)/C=C/c1cccc(F)c1)C2=O | -16.1 |
| CC1CCc2cc(F)ccc2N1C(=O)C12CCC(C)(C(=O)O1)C2(C)C (centres undefined) | -2.7 |
| CN(CC(=O)NCCC1=CCCCC1)S(=O)(=O)c1ccc2c(c1)CCC(=O)N2 | 0.9 |
